D1 antagonist: human D1 dopamine receptor antagonism. HEK293 TREx D1 cells, calcium flux, dopamine EC80; stronger effect = lower value. activity change, negative = inhibition, % at 10 µM. actives 3.2% (n = 360,000); in the data active = activity change below about -30%; note: % is set by controls: 0 for no effect and ±100 for the full control effect
Target sequence (P21728 whole entry, looked up): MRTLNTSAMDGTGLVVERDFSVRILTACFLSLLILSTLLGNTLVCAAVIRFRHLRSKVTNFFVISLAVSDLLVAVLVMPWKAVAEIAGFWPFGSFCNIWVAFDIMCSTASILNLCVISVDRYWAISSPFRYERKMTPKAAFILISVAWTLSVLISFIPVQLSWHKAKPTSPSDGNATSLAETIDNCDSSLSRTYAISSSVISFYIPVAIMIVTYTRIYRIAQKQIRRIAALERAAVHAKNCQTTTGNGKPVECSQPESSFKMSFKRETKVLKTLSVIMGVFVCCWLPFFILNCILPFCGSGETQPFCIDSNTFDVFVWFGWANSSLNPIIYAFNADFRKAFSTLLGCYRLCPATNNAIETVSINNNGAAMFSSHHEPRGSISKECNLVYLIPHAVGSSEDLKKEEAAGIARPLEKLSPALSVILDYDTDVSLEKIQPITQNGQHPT
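After overnight tetracycline induction at 30 C, force-coupled D1 HEK293 cells took up a no-wash calcium dye at room temperature. Compounds were added and monitored 180 s, and the response to EC80 dopamine was then recorded.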
Vif-A3G inh: Vif-A3G binding inhibition | Potency, µM (doses to about 46.1 µM), inactives show at the top dose activity, negative = active, usual class: inhibitors | actives 0.076% (n = 410,000) | AID 602310 | Q9HC16 | HeLa A3G-eYFP + Vif (tagged APOBEC3G with the HIV-1 protein that degrades it), YFP fluorescence, overnight;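 note: potency is the fitted concentration of half-maximal effect; % is set by controls: 0 for no effect and ±100 for the full control effect; nearly all actives have a fitted effect of over 60% in size; hits raise eYFP signal because A3G escapes Vif-driven loss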
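HeLa cells stably expressing Vif and C-terminally eYFP-tagged A3G, seeded overnight at 37 deg C, then exposed to compound by pintool overnight at 37 deg C. Rise in yellow fluorescence (Ex 488/Em 500-530, Acumen) marks blocked Vif-driven A3G degradation.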
GRP78 ERSR act: inducers of ER stress response in human glioma cells; U87-MG GRP78 promoter luciferase reporter, 16 h; Potency, µM, without a hit: at the highest dose activation, usual class: activators; actives 0.02% (n = 420,000); note: potency is the fitted concentration of half-maximal effect; series mostly up to about 76 µM; % of control where 0% means no effect; nearly all actives have a fitted effect of over 35% in size
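ERSR induction read as luciferase luminescence (Bright-Glo, 10 min at room temperature) in stably transfected human U87-MG glioma cells exposed to compounds for 16 h, using GRP78 as sensor.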
RXFP1 ag: RXFP1 (human) receptor agonism | Q9HBX9 | HEK293T-RXFP1 cAMP TR-FRET, 30 min; response scale: percent of porcine relaxin response, buffer zero | Potency, µM (titrated, usually from 57.5 µM), without a hit: at the top dose activation, most hits filed as activators | actives 0.3% (n = 370,000) | AID 2676; note: potency is the fitted concentration of half-maximal effect; % is set by controls: 0 for no effect and ±100 for the full control effect; nearly all actives have a fitted effect of over 60% in size; many of its hits are not listed in these tables
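Agonist response is measured as cAMP accumulation in an RXFP1-transfected HEK293T line under PDE4 inhibition. Values are scaled between buffer-only and 29 nM porcine relaxin, and EC50s come from standard Hill equation fits.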
Vif-A3F inh: blocks the Vif interaction with APOBEC3F; HeLa A3F-eYFP + Vif (tagged APOBEC3F with the HIV-1 protein that degrades it), YFP fluorescence increase; Potency, µM (highest dose often 46.1 µM), inactives show at the highest dose activity, negative = active; actives 0.2% (n = 390,000); AID 602313; note: potency is the fitted concentration of half-maximal effect; % of control where 0% means no effect; nearly all actives have a fitted effect of over 65% in size
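Fluorescence increase (Ex 488/Em 500-530) after overnight compound treatment at 37 deg C flags inhibition of Vif-driven A3F-eYFP loss in stable HeLa A3F-eYFP/Vif cells seeded overnight beforehand.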
D2 potentiator: positively modulates the human D2 dopamine receptor allosterically | P14416 | HEK293 T-REx D2, calcium flux, EC20 dopamine potentiation | potentiation, % at 10 µM | actives 0.34% (n = 340,000) | AID 485347;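 active = potentiation over 3 SD above the plate norm, cut at about 30% in these data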; note: 0% is about no effect
Target sequence (P14416 whole entry, looked up): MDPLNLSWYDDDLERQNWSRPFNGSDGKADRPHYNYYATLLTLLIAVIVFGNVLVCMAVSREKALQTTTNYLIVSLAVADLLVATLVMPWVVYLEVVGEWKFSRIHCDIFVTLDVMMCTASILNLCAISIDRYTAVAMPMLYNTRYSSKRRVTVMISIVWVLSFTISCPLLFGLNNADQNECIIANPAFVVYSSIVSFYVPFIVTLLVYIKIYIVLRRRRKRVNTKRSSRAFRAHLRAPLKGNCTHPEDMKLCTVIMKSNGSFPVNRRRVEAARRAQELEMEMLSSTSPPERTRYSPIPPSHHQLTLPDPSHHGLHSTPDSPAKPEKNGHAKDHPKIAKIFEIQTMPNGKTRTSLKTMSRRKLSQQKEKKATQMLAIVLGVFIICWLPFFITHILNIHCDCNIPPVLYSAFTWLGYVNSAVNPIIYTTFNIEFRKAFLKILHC
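Potentiation of an EC20 dopamine calcium response measured kinetically over 180 s, after a preceding 180 s compound-only read flagging agonists. Cells: inducible Hek293 Trex D2 line, 4000/well, cultured overnight at 30 C before dye loading.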
LDHA block: inhibitors of human lactate dehydrogenase A; P00338; purified LDHA, NADH/diaphorase-resazurin fluorescence; stronger effect = lower value; activity change, % (values are at about 110 or 230 µM); actives 0.15% (n = 480,000); AID 1347041; in the data active = activity change below about -30%; inconclusive = mostly about -25% to -30%;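 note: plate controls were DMSO wells for no effect and wells without enzyme for full effect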
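Resorufin fluorescence (ex540/em590), read at 0 and 20 min after diaphorase/resazurin addition, reports the NADH left after a 5 min room-temperature reaction of 2 nM human LDH5 with 0.06 mM NADH and 0.2 mM pyruvate.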
D1 agonist: agonists of human D1 dopamine receptor | actives 1% (n = 360,000) | HEK293 T-REx D1 cells, calcium flux, agonist mode | activation, % at 2 µM; in the data active = activation above about 30%; note: 0% is about no effect
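Inducible HEK293 T-REx D1 cells, force-coupled to calcium signalling, were plated at 4000 cells/well with tetracycline and held overnight at 30 C. After no-wash calcium dye loading, compound-evoked calcium rise over 180 s flagged agonists.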
D1 potentiator: enhances dopamine response at the human D1 receptor. P21728. HEK293 TREx D1 cells, calcium flux, dopamine EC20 potentiation. potentiation, % at 10 µM. actives 0.036% (n = 360,000); in the data active = potentiation above about 30%; note: 0% is about no effect
Active calls of the source: *; ? = inconclusive; . = not tested or not shown; & = joins results of further samples. Unless noted, calls come from the whole dose curve; as a rule, active = well fitted curve in the direction sought with a large enough effect; inconclusive = small, poorly fitted or top-dose-only effect, or another doubt; inactive = no such curve, though single readings can be large; an effect the other way counts as inactive or inconclusive. The list is partial; the hit share may differ from the screen's.

Structure,D1 antagonist,D1 potentiator,D2 potentiator,LDHA block,Vif-A3F inh,D1 agonist,GRP78 ERSR act,Vif-A3G inh,RXFP1 ag
CCC(C)[C@@H](N)C(=O)N/N=C/c1ccc2ncccc2c1 (stereo partly drawn),-19,-5,6,-2,0%,7,-3%,-5%,-4.6%
CC(C)c1cnc2c(c1SCC(=O)Nc1cccc(F)c1)c(=O)n(C)c(=O)n2C,-1,2,-12,-10,-3%,0,-3%,0%,-0.5%
O=C(NC1CC1)C1=C[C@H](c2csc3ccccc23)C[C@H](OCCCCO)O1,16,1,6,0,-16%,-3,-2%,-6%,-0.2%
COc1ccccc1Oc1ccc2c(c1)C(=O)N(c1cccc(O)c1)C2=O,-22,-7,-5,-5,-3%,4,7%,0%,3.0%
Cc1ccccc1-n1c(=O)[nH]c(=O)c2c(N)c(C(=O)c3ccc(Cl)cc3)sc21,19,3,9,-1,-11%,1,-2%,2%,4.3%
Cc1cccc(Oc2nc3ccccn3c(=O)c2/C=C(\C#N)C(=O)NC2CCS(=O)(=O)C2)c1 (stereo not drawn),10,-5,4,-5,-5%,1,-2%,1%,2.0%
CCc1cc(=O)oc2cc(C)cc(OCC(=O)NC(Cc3c[nH]c4ccc(O)cc34)C(=O)O)c12 (stereo not drawn),10,0,-12,1,-6%,2,-2%,0%,0.4%
Cc1ccc(Oc2ncccc2N)c2c1CCC2,7,-1,-7,-6,-13%,3,-4%,1%,-1.8%

Additional compounds:
Structure,D1 antagonist,D1 potentiator,D2 potentiator,LDHA block,Vif-A3F inh,D1 agonist,GRP78 ERSR act,Vif-A3G inh,RXFP1 ag
CC(C)(C)C(=O)Nc1cc2c3c(c1)CC(=O)N3CCC2,10,0,3,-1,6%,1,-2%,4%,0.3%
O=C(NC1CCCCC1)C1CCCN(S(=O)(=O)c2cccc3cccnc23)C1 (stereo not drawn),-30*,-10,0,-2,7%,0,-1%,2%,-0.8%
CN(CC(=O)Nc1ccc(F)c(F)c1F)C(=O)C1(c2ccccc2)CC1,.,.,.,5,-4%,.,0%,-2%,.
COc1cc(-c2cn(S(=O)(=O)c3cccc4nsnc34)nc2N)cc(OC)c1OC,2,2,8,-8,-9%,1,-1%,2%,5.4%
CS(=O)(=O)c1ccc(C(=O)N(Cc2ccccc2)c2ccccc2)cc1,9,-6,3,-3,3%,2,-3%,0%,-0.1%
Cn1c(CC(=O)Nc2ccccc2Cl)nnc1SCC(=O)NC1CCCCC1,18,-10,.,-9,0%,-1,0%,1%,-0.8%
O=C(Cn1ccnc1[N+](=O)[O-])NCc1ccccc1,9,-4,1,-14,8%,-2,-3%&-5%,-2%,0.0%
O=C(Nc1nc(-c2cc(Cl)sc2Cl)cs1)c1ccccc1,13,0,14,-2,2%,3,5%,-4%,-0.5%

Next entries:
Structure,D1 antagonist,D1 potentiator,D2 potentiator,LDHA block,Vif-A3F inh,D1 agonist,GRP78 ERSR act,Vif-A3G inh,RXFP1 ag
NC(=O)c1ccc(NC(=O)c2ccc3c(c2)CCN3S(=O)(=O)c2ccccc2)cc1,-5,-5,6,-2,-11%,5,-7%,-8%,-3.8%
CSc1ccc(C2c3c(oc4cc(C)cc(C)c4c3=O)C(=O)N2Cc2ccco2)cc1 (stereo not drawn),-10,4,4,-2,.,0,.,.,1.4%
COc1cccc(C(=O)Nc2c(C(N)=O)oc3ccccc23)c1,5,-3,-9,-6,-2%,0,-1%,-4%,0.5%
COCCn1c(Cc2ccccc2)nnc1SCC(=O)N1CCCCC1C (stereo not drawn),7,-3,2,-15,.,2,-6%,4%,-0.6%
CC(C)c1ccc(OCC(=O)N2CCN(c3ccccn3)CC2)c(Br)c1,19,-2,1,3,4%,9,-2%,-2%,0.1%
COc1ccc(/C(C)=C(\C#N)C(=O)OC(C)C)cc1OC,-10,-4,9,-1,-7%,0,-3%,1%,3.7%
CCCCN1C2CCCC1CC(NC(=O)c1ccccc1Cl)C2 (stereo not drawn),1,-5,-13,-6,3%,2,0%,1%,1.8%
CS(=O)(=O)c1ccc(Cl)c(NC(=O)COC(=O)C23CC4CC(CC(C4)C2)C3)c1,4,0,-4,-1,-2%,1,-2%,-6%,1.5%

(list continues)
Structure,D1 antagonist,D1 potentiator,D2 potentiator,LDHA block,Vif-A3F inh,D1 agonist,GRP78 ERSR act,Vif-A3G inh,RXFP1 ag
NC[C@H]1O[C@H](O[C@H]2[C@H](O)[C@@H](O[C@H]3O[C@H](CO)[C@@H](O)[C@H](N)[C@H]3O)[C@H](N)C[C@@H]2N)[C@H](N)C[C@@H]1O,-6,-1,-4,-4,-3%,4,-1%,1%,-2.0%
Oc1ccc(Cl)cc1CNc1ccc(Br)cn1,-21,-7,5,6,-11%,9,?,-2%,0.6%
O=C(NNC(=O)c1ccccc1-n1cccc1)c1ccc(Cl)cc1,.,.,.,-5,5%,.,-5%,-1%,-0.9%
O=[N+]([O-])c1ccc(-c2ccc(/C=N/Nc3nc(N4CCCC4)nc(N4CCCC4)n3)o2)cc1,18,-2,-8,-1,?,76*,0%,-3%,1.0%
O=C(CCCOc1ccccc1)NC(=S)Nc1ccccc1,10,4,.,-4,?,5,1%,0%,1.0%
O=C(c1ccc2c(c1)N(Cc1cccc(Cl)c1)C(=O)c1ccccc1S2=O)N1CCN(c2cccc(C(F)(F)F)c2)CC1 (stereo not drawn),-10,-5,-12,-4,-4%,0,-4%,-6%,0.8%
O=C(C1COc2ccccc2O1)N(Cc1cccnc1)c1nc2c(F)cccc2s1 (stereo not drawn),.,-1,-3,-10&-14,2%,7,2%,1%,-0.7%
O=C1CCC/C1=C/Nc1ccc2c(c1)OCO2,18,-1,-2,0,-3%,1,-2%,2%,-3.0%

Additional compounds follow:
Structure,D1 antagonist,D1 potentiator,D2 potentiator,LDHA block,Vif-A3F inh,D1 agonist,GRP78 ERSR act,Vif-A3G inh,RXFP1 ag
Brc1ccc(C2=Nn3c(nnc3-c3n[nH]c4c3CCC4)SC2)cc1,8,-3,9,-3,-12%,0,-3%,-53%,4.5%
CC(C)c1ccc(NC(=O)COC(=O)c2cc(=O)[nH]c3ccccc23)cc1,19,.,-12,0,3%,5,-3%,7%,-0.5%
CC(NC(=O)CN1CCN(c2cccc(Cl)c2)CC1)c1ccccc1 (stereo not drawn),7,2,3,-8,4%,4,-1%,4%,0.8%
O=C(Cn1cc(F)c(=O)[nH]c1=O)c1ccco1,.,.,.,-1,4%,.,-4%,3%,.
Cc1nc(CNS(=O)(=O)c2ccccc2F)cs1,5,-3,-9,-3,0%,-1,-2%,5%,-0.4%
Cc1c(C(C)NC(=O)c2ccc3nc(Cc4ccccc4F)oc3c2)cnn1C (stereo not drawn),0,-4,5,-1,5%,10,9%,3%,0.6%
CN1c2ccccc2-c2nc3ccccc3n2C1c1cccs1 (stereo not drawn),5,1,-1,-2,5%,2,-2%,-11%,5.0%
C[C@H](NC(=O)c1ccco1)C(=O)NCc1cccs1,-4,-8,-10,-11,7%,0,-2%,1%,-0.5%

Continued:
Structure,D1 antagonist,D1 potentiator,D2 potentiator,LDHA block,Vif-A3F inh,D1 agonist,GRP78 ERSR act,Vif-A3G inh,RXFP1 ag
CCCCCn1c(CCCNC(=O)c2ccccc2OC)nc2ccccc21,-16,2,-21,-4,-11%,0,1%,2%,1.2%
C#CCOc1ccc(C2C(C(=O)OC)=C(C)NC3=C2C(=O)c2ccccc23)cc1OCC (stereo not drawn),4,1,11,1,3%,0,-1%,-8%,1.8%
CN(C)/C=C1\C=C(c2ccccc2)OC1=O,.,.,.,-2,12%,.,-2%,2%,-3.9%
COc1ccc(N2CCN(C(=O)c3cc(=O)c4cc(C)c(C)cc4o3)CC2)cc1,-2,-8,-7,-1,-3%,-1,-3%,-1%,0.4%
CCOC(=O)N1CCN(S(=O)(=O)c2ccc3c(c2)SC(C)C(=O)N3)CC1 (stereo not drawn),-15,-8,-1,-8,-3%,12,-4%,-1%,-0.4%
Clc1cccc(-c2sc(Nc3ccccc3)n[n+]2-c2ccccc2)c1Cl,-22,-7,10,-4,-1%,10,-3%,-1%,1.3%
c1ccc(CC(Cc2ccccc2)c2ccccn2)cc1,.,.,.,-1,0%,.,-2%,-12%,.
COc1ccccc1NC(=O)CSc1oc(-c2ccco2)nc1S(=O)(=O)c1ccc(Br)cc1,-51*,0,14,-1,3%,11,-2%,-14%,1.6%

Copied from the list.
Reading of COc1ccccc1NC(=O)CSc1oc(-c2ccco2)nc1S(=O)(=O)c1ccc(Br)cc1 in D1 potentiator: 0
Reading of CCCCCn1c(CCCNC(=O)c2ccccc2OC)nc2ccccc21 in D1 potentiator: 2

The list goes on:
Structure,D1 antagonist,D1 potentiator,D2 potentiator,LDHA block,Vif-A3F inh,D1 agonist,GRP78 ERSR act,Vif-A3G inh,RXFP1 ag
CCOc1ccc(CCNC(=O)C(C)n2nc(C)c3c(C)n(-c4ccccc4)nc3c2=O)cc1 (stereo not drawn),-1,2,1,-2,-10%,2,-1%,0%,0.1%
O=C(Cn1c(=O)n(-c2ccc(F)c(Cl)c2)c(=O)c2sc3ccccc3c21)NC1CCCCC1,6,-2,10,-1,-5%,4,-1%,-3%,21%
COc1ccccc1C(=O)Nc1cc2c(cc1C(=O)O)OCCCO2,11,-3,.,0,-15%,2,1%,0%,-0.1%
O=C(CN1c2ccccc2S(=O)(=O)c2ccccc21)NCc1ccc(F)cc1,-9,3,-10,-1,-8%,4,-4%,4%,-0.5%
COc1ccc(/C=C/C(=O)NC(=S)NNC(=O)c2cccnc2)cc1,-1,-9,-9,4,-3%,1,5%,-7%,-1.3%
Cc1nn(Cc2ccccc2Cl)c(C)c1NC(=O)c1ccn(C)n1,2,-2,-5,-4,-14%,3,-3%,3%,0.6%
O=c1c2ccccc2c2ccccc2c(=O)n1Cc1ccc2c(c1)OCO2,.,.,.,-1,-8%,.,-4%,-22%,.
CC1=NN(C(=O)c2ccccc2Br)C(O)(c2ccc(Cl)cc2)C1 (stereo not drawn),-5,-3,-1,0,-2%,3,-3%,-5%,0.8%
COc1ccc(N=Cc2ccccc2O)cc1,.,.,.,19,2%,.,-3%,1%,.
COc1c(-c2ccccc2)oc2c(ccc3occc32)c1=O,-13,-6,-7,-8,3%,3,-1%&-4%,-1%,1.2%
Cc1ccnc(N2CCC(C(=O)NCc3ccc4c(c3)OCO4)CC2)n1,2,0,-3,-10,-19%,-2,-1%,0%,?
